Tau filament bind = tau filament binding. Potency, µM (top dose mostly 57.1 µM), without a hit: at the highest dose activity change, negative = inhibition. 2% of 71,000 active. P10636. recombinant tau filaments, thioflavin S fluorescence, 15 h; filaments grown with octadecylsulfate alongside compound;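 further: potency means the concentration at half of the fitted maximal effect; on the % scale 0 is the no-effect control and ±100 the full control effect; actives lower thioflavin S fluorescence by blocking filaments or displacing dye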
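His-tagged recombinant human tau (exons 2, 3 and 10 included), 1 uM, was induced to fibrillize by 30 uM sodium octadecylsulfate with compound present. After 15 h at 37 C, thioflavine S fluorescence (ex 450, em 510 nm) was read.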
CRE-bla Fsk = alters forskolin-stimulated CRE reporter signaling in CHO cells; CHO CRE-bla reporter (cAMP response element driving beta-lactamase), forskolin EC10, beta-lactamase ratio; Potency, µM (highest dose often 38.2 µM), for the others: top-dose activity change, negative = inhibition, actives largely listed as activators; 2.5% of 71,000 active; active means well fitted activation curve with a large enough effect in the signal ratio, with a control signal flat, not every such curve was filed as active; inconclusive means small, poorly fitted or top-dose-only effect, or effect the other way, or a change in a side signal; the % refers to the signal ratio; further: potency means the concentration at half of the fitted maximal effect; % of control where 0% means no effect
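Modulation of forskolin signalling: compounds in titration series added with EC10 NKH 477 to CHO cells carrying a CRE-driven beta-lactamase reporter, 3 h, 37C. CCF4 FRET ratio (460/530 nm, ex 405 nm) gives %activity and AC50.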
BRCT PPI green = BRCA1 BRCT-phosphoprotein interaction inhibition | Potency, µM (series often up to 76.9 µM), for inactives: at the highest dose activity change, negative = inhibition, hits mostly inhibitors | BRCA1 BRCT-phosphopeptide binding, green fluorescence polarization | AID 875 | P38398 | 0.05% of 75,000 active;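 further: potency means the concentration at half of the fitted maximal effect; plate controls were peptide without protein for full effect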
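Fluorescence polarization: His-tagged BRCT (~35 kDa BRCA1 C-terminus, 250 nM) bound to 100 nM fluorescein-labeled phosphorylated 10-aa BACH1 peptide, pH 7.3 phosphate buffer with DTT and Tween 20. Compounds incubated 12 min at room temperature; inhibition read as lowered polarization.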
USP2a inh = blocks human ubiquitin-specific protease USP2a; O75604; USP2a enzymatic assay, qHTS inhibition; Potency, µM (series often up to 38.3 µM), without a hit: at the top dose activity change, negative = inhibition, usual class: inhibitors; 0.1% of 60,000 active; AID 927;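 further: potency means the concentration at half of the fitted maximal effect; nearly all actives have a fitted effect of over 60% in size; plate controls were DMSO for no effect and NEM full inhibition control for full effect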
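Coupled readout: USP2-cleaved Ub-PLA2 (20nM final) turns over NBD C6-HPC (20uM final), Ex 460nm/Em 535nm after 2.5 h, time-zero read flagging artifacts. Enzyme (20nM final, pH 8.0 Tris) given 30 min RT with compound first; NEM defines full inhibition.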
A350 fluor = compound fluoresces in the Alexa 350 spectral region; Compound autofluorescence, 340/450 nm, Alexa 350 dye-equivalents; hits give high values; max dye-equivalent concentration, M; AID 590; 11% of 59,000 active; in the data active means max dye-equivalent concentration above about 10 nM; inconclusive means mostly about 1.1 nM to 9.6 nM
ERK AVP block = inhibitors of vasopressin-stimulated ERK signaling pathway; HEK293-V1b, vasopressin-stimulated pERK AlphaScreen; Potency, µM (doses to about 57.5 µM), without a hit: at the highest dose activity, negative = inhibition, most hits filed as inhibitors; 0.99% of 72,000 active; further: potency means the concentration at half of the fitted maximal effect; on the % scale 0 is the no-effect control and ±100 the full control effect; nearly all actives have a fitted effect of over 55% in size
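Phosphorylated ERK1/2 detected via AlphaScreen bead proximity in lysates of V1b-expressing HEK293 cells given 25 nM vasopressin for 5 min after 30 min compound exposure (37 °C). AC50 from Hill equation; basal DMSO 0%, vasopressin 100%.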
Caspase-1 inhib = allosteric or competitive inhibitors of human caspase-1 | P29466 | Caspase-1 enzyme, Ac-WEHD-AFC fluorogenic rate | Potency, µM (top dose mostly 57.5 µM), inactives show at the top dose activity change, negative = inhibition, most hits filed as inhibitors | 0.03% of 75,000 active | AID 900;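 further: potency means the concentration at half of the fitted maximal effect; plate controls were vehicle for no effect and no substrate for full effect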
Caspase-7 inhib = blocks human caspase-7 allosterically or competitively | P55210 | recombinant caspase-7, Ac-DEVD-AFC fluorescence rate | Potency, µM (titrated, usually from 57.5 µM), inactives show at the top dose activity change, negative = inhibition, actives largely listed as inhibitors | 0.02% of 75,000 active; active means well fitted inhibition curve with a large enough effect in the main read-out, with a control signal flat, not every such curve was filed as active; inconclusive means small, poorly fitted or top-dose-only effect, or a change in a side signal; further: potency means the concentration at half of the fitted maximal effect; % of control where 0% means no effect
FLuc inh = blocks Photinus pyralis firefly luciferase activity | P08659 | purified firefly luciferase, luminescence, 8 min | Potency, µM (top dose mostly 57.1 µM), for the others: at the top dose activity change, negative = inhibition, usual class: inhibitors | 2.2% of 72,000 active | AID 411; further: potency means the concentration at half of the fitted maximal effect; on the % scale 0 is the no-effect control and ±100 the full control effect; nearly all actives have a fitted effect of over 40% in size
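Titration-based qHTS; buffer 50 mM imidazole pH 7.2, 50 mM KCl, 7 mM MgCl2, 10 uM ATP, 0.01% Tween 20, 0.05% BSA; luciferase/luciferin detector mix added after compound; 8 min, ambient; luminescence.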
BRCT PPI red = BRCT-phosphoprotein interaction inhibition (red fluorophore); P38398; BRCT-phosphopeptide binding, red fluorescence polarization; Potency, µM (top dose mostly 76.9 µM), without a hit: at the top dose activity change, negative = inhibition, actives largely listed as inhibitors; 0.03% of 75,000 active; AID 892; further: on the % scale 0 is the no-effect control and ±100 the full control effect
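Fluorescence polarization: 100 nM His-tagged BRCA1 BRCT with 100 nM TAMRA-labelled phospho-BACH1 decapeptide, phosphate buffer pH 7.3 with 150 mM NaCl, DTT, 0.01% Tween 20; 12 min RT. Binding inhibition seen as FP decrease.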
HEK293 cAMP ctrl = parental HEK293 cAMP activation (counter-screen). Potency, µM (top dose mostly 57.1 µM), for inactives: at the top dose activation, hits mostly activators. AID 938. 2.5% of 73,000 active. parental HEK293 CNG cAMP sensor, membrane potential fluorescence; further: potency means the concentration at half of the fitted maximal effect; % of control where 0% means no effect; nearly all actives have a fitted effect of over 55% in size
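Parental HEK 293 cells stably expressing a cAMP-gated CNG channel were loaded with membrane potential dye containing 100 uM RO 20-1724 for 60 min. Compound added for 30 min; depolarization read as fluorescence intensity at 590 nm.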
Starred values were filed as active, the others as inactive; i = inactive; ? = inconclusive; . = not tested or not shown; [ ] = another dose, or the depositor's remark. Unless noted, the call rests on the fitted dose curve; in most records, active means well fitted curve in the direction sought with a large enough effect; inconclusive means small, poorly fitted or top-dose-only effect, or another doubt; inactive means no such curve, though single readings can be large; an effect the other way counts as inactive or inconclusive.

A first look:
Structure,Tau filament bind,CRE-bla Fsk,BRCT PPI green,USP2a inh,A350 fluor,ERK AVP block,Caspase-1 inhib,Caspase-7 inhib,FLuc inh,BRCT PPI red,HEK293 cAMP ctrl
CC1CCCN(C(=O)CNC(=O)Cn2ccc3ccccc3c2=O)C1 (stereo unspecified),-9%,-2%,-2.2%,.,.,.,-3%,2%,3%,-2.1%,21%
Cc1ccccc1S(=O)(=O)Cc1ccc(C(=O)N2CCN(c3ncccn3)CC2)o1,7%,4%,0.1%,6%,i,-7%,-1%,1%,0%,0.9%,11%
Cc1ccc(-c2nnc(N3CCN(C(=O)CN4CCOCC4)CC3)c3ccccc23)cc1,1%,4%,1.1%,10%,i,-9%,0%,2%,0%,0.3%,1%

Main list, previewed entries included:
Structure,Tau filament bind,CRE-bla Fsk,BRCT PPI green,USP2a inh,A350 fluor,ERK AVP block,Caspase-1 inhib,Caspase-7 inhib,FLuc inh,BRCT PPI red,HEK293 cAMP ctrl
CC1CCCN(C(=O)CNC(=O)Cn2ccc3ccccc3c2=O)C1 (stereo unspecified),-9%,-2%,-2.2%,.,.,.,-3%,2%,3%,-2.1%,21%
Cc1ccccc1S(=O)(=O)Cc1ccc(C(=O)N2CCN(c3ncccn3)CC2)o1,7%,4%,0.1%,6%,i,-7%,-1%,1%,0%,0.9%,11%
Cc1ccc(-c2nnc(N3CCN(C(=O)CN4CCOCC4)CC3)c3ccccc23)cc1,1%,4%,1.1%,10%,i,-9%,0%,2%,0%,0.3%,1%
Cc1ccc(S(=O)(=O)N2CCN(C(=O)CN3CCOCC3)C2)cc1,1%,-2%,-4.2%,-1%,?,18%,-1%,-1%,3%,0.1%,10%
O=C(O)CCNS(=O)(=O)c1ccccc1,-14%,5%,-0.4%,2%,?,21%,3%,0%,5%,1.7%,8%
COc1cccc(N(CC(=O)N2CCN(C)CC2)S(=O)(=O)c2ccccc2)c1,4%,-7%,-1.9%,-3%,?,-9%,-1%,1%,0%,0.2%,5%
O=C(Nc1cnn(Cc2ccc(F)cc2)c1)c1cc2nc(-c3ccco3)cc(C(F)(F)F)n2n1,16µM*,-3%,-1.5%,231%[activator],?,-15%,0%,0%,3%,-0.3%,-16%
CC(C)C(=O)Nc1c2c(nc3ccccc13)N(C)CC2,.,.,0.2%,.,.,.,-8%,-4%,.,-0.1%,-8%
O=C(Cn1c(CC(=O)N2CCOCC2)nc2ccccc21)Nc1ccc2c(c1)OC(F)(F)O2,10%,11%,0.1%,20%,i,165%[activator],-1%,-1%,-2%,-2.4%,-23%
N#Cc1c(NCc2ccccc2)ccnc1NCc1cccnc1,-9%,12%,2.2%,5%,i,-19%,-2%,-1%,1%,-2.6%,?
C=CCn1c(COc2cccc3cccnc23)nnc1SCC(=O)OC,-8%,16%,-0.7%,-2%,i,3%,0%,-1%,2%,-1.1%,-3%
CN(C)Cc1ccccc1-c1cc(N(C)Cc2ccco2)ncn1,18%,-3%,-2.3%,6%,i,-16%,1%,-4%,0%[2.29 µM],0.4%,?
CCCP(=O)(CC(=O)O)c1ccccc1 (stereo unspecified),-6%[11.4 µM],?,-1.6%,3%[7.66 µM],.,-9%,0%,1%,-2%,-1.5%,5%[11.4 µM]
O=C(O)c1cc(=O)[nH]c(SCc2ccccc2)n1,-7%[11.4 µM],4%[7.6 µM],-0.5%[15.4 µM],.,i,-12%[11.5 µM],1%[11.5 µM],1%[11.5 µM],1%[11.4 µM],-0.8%[15.4 µM],2%[11.4 µM]
O=C1C(=O)c2ccccc2C(O)=C1C(C1=C(O)c2ccccc2C(=O)C1=O)c1ccc(Cl)cc1,?,6%[7.6 µM],-1.9%[15.4 µM],.,i,5%[11.5 µM],?,-15%[11.5 µM],1%[11.4 µM],-0.5%[15.4 µM],-13%[11.4 µM]
O=C(NCC(=O)N1CCCC1)c1cccs1,1%,2%,-1.9%,-16%,i,-8%,1%,1%,-1%,-0.3%,1%
O=C(CCNC(=O)Cn1ccc2ccccc2c1=O)NCCCN1CCN(c2ccc(F)cc2)CC1,23%,-7%,-0.4%,6%,i,10%,2%,-2%,-1%,1.4%,5%
Fc1ccc(Nc2nc(Oc3ccc4c(c3)OCO4)nc(N3CCOCC3)n2)c(F)c1,266%,?,-1.2%,6%,.,-19%,-8%,-2%,1%,-1.4%,3%
CN(c1ccc(C(=O)NCC2CCCO2)cc1)S(=O)(=O)c1ccccc1 (stereo unspecified),.,.,-1.1%,.,.,.,-3%,0%,.,0.5%,62%
O=C(CSc1nnc(Cc2ccccc2)n1-c1ccc(F)cc1)N1CCOCC1,0%,0%,1.0%,4%,?,-6%,0%,-4%,4%,0.1%,2%
O=C(CCn1c(=O)sc2ccccc21)Nc1ccon1,-25%,-33%,-0.9%,2%,i,21%,0%,1%,-10%,-1.2%,13%
OCCNCCCCOc1ccccc1F,0%[11.4 µM],?,-1.6%,-1%[7.66 µM],.,16%,1%,0%,2%,-0.8%,7%[11.4 µM]
FC(F)(F)c1nnc2sc(-c3ccco3)nn12,-2%,1%,-0.5%,-7%,?,-7%,-1%,-1%,0%,1.4%,?
COc1ccccc1CNC(=O)N[C@@H](Cc1ccccc1)C(=O)O,-13%,9%,-1.7%,-4%,?,-7%,1%,-1%,3%,0.3%,6%
CC1=C(C(=O)Nc2ccccc2)C(c2cccs2)C(C#N)=C(SCC#N)N1 (stereo unspecified),-22%,?,32%[activator],9%,i,?,-9%,-23%,2%,1.0%,2%
O=C(c1cc2nc(-c3ccco3)cc(C(F)(F)F)n2n1)N1CCN(c2ccccn2)CC1,25µM*,?,1.8%,50%[activator],3.4e-08M*,?,?,?,0%,-0.5%,-22%
Cc1nn(C)c(C)c1NC(=O)c1ccnn1C,-1%,-8%,0.8%,-8%,i,-2%,1%,-2%,-29%,-2.3%,?
CC1CCC2[C@](C)(CO)C(O)CC[C@]2(C)C12CCC(CO)(CCO)O2 (stereo partly specified),.,.,-0.7%,.,.,14%,1%,2%,.,-0.8%,.
CCC/C=C(\CCC)C(NS(=O)(=O)c1ccc(C(F)(F)F)cc1)c1ccc(C(=O)OC)cc1 (stereo unspecified),-21%,?,-0.3%,.,.,45%[activator],0%,1%,.,0.6%,16%
CCCCn1nc(C(=O)O)ccc1=O,0%,-10%,-1.2%,0%,?,2%,2%,0%,-4%,0.3%,1%
Cc1nnc(SCC(=O)Nc2nsc(-c3ccccc3)n2)s1,4%,-26%,-2.1%,-1%,i,-4%,-1%,0%,-12%,-0.9%,2%
COC(=O)C(c1cc(OC)c(O)c(OC)c1)(N1CCNC(C)C1)C(F)(F)F (stereo unspecified),.,.,-5.1%,.,.,.,2%,0%,.,1.5%,15%
COc1ccc(N(CC(=O)O)S(C)(=O)=O)cc1OC,1%,-2%,3.2%,-4%,i,-1%,-1%,1%,3%,0.9%,0%
O=c1[nH]cnc2c1N1CCC2CC1,-1%,-2%,-1.2%,1%,i,24%,5%,0%,0%,-0.8%,4%
CCCOc1cccc(C2/C(=C(/O)c3ccc(OC)cc3)C(=O)C(=O)N2CCN(C)C)c1 (stereo unspecified),-5%,4%,-2.3%,14%,i,-21%,-1%,0%,1%,-0.9%,9%
Cc1ccc(C)c(NC(=O)Cn2nc(C)c3ccccc3c2=O)c1,2%,0%,1.2%,4%,i,-12%,-3%,-2%,0%,-4.8%,5%
Cc1nc(SCC(=O)c2ccc(F)cc2)n[nH]1,4%[11.4 µM],?,-2.5%,6%[7.66 µM],.,?,1%,-1%,0%,2.1%,6%[11.4 µM]
COc1ccc(S(=O)(=O)N(CC(=O)O)c2ccccc2)cc1,-5%,-4%,-3.2%,-25%,i,-5%,-1%,0%,4%,-0.5%,7%
CC(=O)c1c(OC(=O)c2ccco2)c2ccccc2n1C,8%,-13%,0.5%,-13%,.,5%,-10%,-8%,0%,-0.3%,?
Cc1cccc(C)c1OCC(=O)NCc1nnc(SCC(=O)NC2CCCCC2)n1C,0%,-10%,1.5%,11%,i,2%,-1%,-1%,-2%,-0.4%,-2%
